Growth percent in the NCI-60 one-dose screen (48 h, 10 µM unless noted): 100 = growth as untreated, 0 = no growth, -100 = all killed.
CCRF-CEM = CCRF-CEM leukemia; hit rate 7% among 77,000; AID 1794778
HOP-62 = HOP-62 NSCLC | hit rate 3.9% among 80,000
RPMI-8226 = RPMI-8226 leukemia cells. hit rate 7.5% among 77,000
HOP-92 = HOP-92 NSCLC cells. hit rate 6.3% among 71,000
K-562 = K-562 leukemia. AID 1794777. hit rate 7.4% among 78,000
SR = SR leukemia cells | hit rate 8.7% among 73,000
EKVX = EKVX NSCLC; hit rate 3% among 71,000
MOLT-4 = MOLT-4 leukemia cells | hit rate 6.9% among 80,000
* marks the source's active call; other numbers are inactive results; · = not tested or not shown; & = joins results of further samples; [ ] = another dose, or the depositor's remark. How the source made its calls: active means growth percent below 10; inactive means the rest.

canonical_smiles	CCRF-CEM	HOP-62	RPMI-8226	HOP-92	K-562	SR	EKVX	MOLT-4
COc1cc(C(=O)Cn2cc(CNC(=O)c3ccc4ccc5ccc(C(=O)NCc6cn(CC(=O)c7cc(OC)c(OC)c(OC)c7)nn6)nc5c4n3)nn2)cc(OC)c1OC	98	90	97	108	115	119	108	110
O=C(O)CNC(=O)c1cn(-c2ccccc2)nc1-c1ccc(Cl)s1	92	86	96	90	99	83	106	99
Cc1ccc2c(n1)C[C@H](C(C)(C)O)CC[C@@H]2C	102	103	104	107	107	108	102	102
N/C(=N\c1nc2ccccc2s1)NC(=O)Nc1c(Cl)cccc1Cl	30	59	17	·	20	17	38	30
Cc1ccc(N2CCC(=O)NC2=S)c(C)c1	106	101	108	100	108	123	100	108
CCN(CC)Cn1nc2n(C)c(=O)c(C#N)c(-c3ccccc3)n2c1=S	101	116	113	86	171	67	117	116
C=CC(C)(C)[C@@]1(C[C@@H]2NC(=O)[C@@H]3CCCN3C2=O)C(=O)Nc2c1ccc1c2C=CC(C)(C)O1	104	100	97	90	96	88	103	93
O=[N+]([O-])c1ccc(N(Cc2ccccc2)Cc2ccccc2)c([N+](=O)[O-])c1	77	92	83	47	66	70	87	70
O=C(Nc1ccc(Cl)cc1)NN1CCCCCC1	111	103	120	76	106	110	94	115
C=C(C)[C@@H]1CC[C@]2(C(=O)NCCCN)CC[C@]3(C)[C@H](CC[C@@H]4[C@@]5(C)CC[C@H](O)C(C)(C)[C@@H]5CC[C@]43C)[C@@H]12	1.4*[100 µM]	-27*[100 µM]	-6.7*[100 µM]	-55*[100 µM]	1.1*[100 µM]	24[100 µM]	-16*[100 µM]	2.8*[100 µM]
CC1=C(CCC(C)N)C(C)(C)CCC1 (stereo unspecified)	87	67	79	56	86	77	91	90
CCOC(=O)c1c(NCC(=O)Nc2ccccc2[N+](=O)[O-])sc(C(C)=O)c1C	103	92	100	86	116	104	92	104
CCN(CC)CCC(CNc1c2ccc([N+](=O)[O-])cc2nc2cc(OC)c(OC)cc12)c1ccccc1 (stereo unspecified)	-51*	-86*	-73*	-42*	-19*	-15*	-87*	5.7*
CCN(CCO)C1c2ccccc2-c2ccccc21	101	93	95	95	102	95	107	96
CC(=O)Nc1ccc(C(=O)CCN2CCCCC2)cc1	100	77	98	94	85	93	94	85
Fc1ccc(Nc2n[nH]c(Cc3ccccc3)n2)cc1	108	98	106	106	100	106	102	108
C=C(C)C1CCC2(C)OC2C1 (stereo unspecified)	110	95	·	117	135	116	87	91
COc1ccccc1-c1cn2ccnc2c(-c2ccccc2OC)n1	91	99	96	85	92	88	101	97
S=C1NC2(c3ccccc3)CCC(=S)N2c2ccccc21 (stereo unspecified)	101	98	103	99	94	93	100	97
O=C(CSc1nc(-c2ccccc2)cn1-c1ccc(Cl)cc1)c1ccc(-c2ccccc2)cc1	93	98	87	94	86	89	97	88

2 entries from above, reformatted:
Below each compound: CCRF-CEM, HOP-62, RPMI-8226, HOP-92, K-562, SR, EKVX, MOLT-4
CC(=O)Nc1ccc(C(=O)CCN2CCCCC2)cc1
→ 100, 77, 98, 94, 85, 93, 94, 85
O=[N+]([O-])c1ccc(N(Cc2ccccc2)Cc2ccccc2)c([N+](=O)[O-])c1
→ 77, 92, 83, 47, 66, 70, 87, 70

(listing goes on)
canonical_smiles	CCRF-CEM	HOP-62	RPMI-8226	HOP-92	K-562	SR	EKVX	MOLT-4
CCCC1(C)C(C#N)C(=O)NC(=O)C1C#N (stereo unspecified)	91	110	·	·	112	103	103	102
COc1cc(C2CC(c3ccc(C)cc3)=NN2C(C)=O)ccc1Oc1nc2c(c(=O)n(C)c(=O)n2C)n1C (stereo unspecified)	92	84	96	·	114	106	89	84
O=C(Nc1nc(-c2ccc(Br)cc2)cs1)c1cc(-c2ccc(Cl)cc2)nc2ccc(Cl)cc12	65	79	64	54	36	63	78	71
CC(=O)[C@@H]1CC[C@]2(C(=O)n3ccnc3)CC[C@]3(C)[C@H](CC[C@@H]4[C@@]5(C)Cc6c([nH]c7ccccc67)C(C)(C)[C@@H]5CC[C@]43C)[C@@H]12	100	96	73	94	68	78	75	74
C=C(C)CC(C)(O)c1cccc2ccccc12 (stereo unspecified)	102	110	102	95	81	79	97	89
O=Cc1cc2ccccc2nc1N1C(=O)CC(=O)NC1=O	94	97	104	94	100	91	103	103
O=C(NCc1ccccc1)c1cccc(N=Cc2ccccc2O)c1	103	102	105	67	100	116	106	103
CCCSc1nc(Oc2ccc(/C=C3/SC(=O)NC3=O)cc2)c(C#N)c(-c2ccc(F)cc2)n1	85	98	83	58	76	94	96	77
CCCCOC(=O)Cc1ccc(OC)cc1	103	102	105	101	104	·	95	105
O=C(Nn1cc(-c2ccc3ccccc3c2)sc1=NCc1ccccc1)c1cc2ccc1CCc1ccc(cc1)CC2	51	77	62	89	45	47	78	68
CC[C@H](C)C(NC(=O)[C@@H](NC(=O)[C@@H]1CCCN1C(=O)CNC(=O)[C@H](C)NC(=O)OCc1ccccc1)C(C)C)C(=O)OC (stereo partly specified)	104	100	115	73	99	124	96	103
CC(=O)Nc1ccccc1OCC(=O)O	97&92	98&76	93&98	98&86	103&102	101&113	98&93	106&87
O=C1c2ccccc2C(=O)c2c1nc(-c1ccc(Cl)cc1)n2O	94	90	81	69	85	85	·	93
Cc1noc(C)c1CSc1ccccc1C(=O)N1CCN(Cc2cccs2)CC1	·	84	100	102	96	96	90	94
CN1C(=O)/C(=C/c2ccc(/C=C3\SC(=S)N(C)C3=O)cc2)SC1=S	109	94	104	87	106	116	100	103
CC(=O)Oc1c(C)c(C)c2c(c1C)CCC(C)(CCCC(C)CCCC(C)CCCC(C)C)O2 (stereo unspecified)	92	109	·	88	101	·	105	·
CCCCCN1CCN(C(CC(=O)c2ccccc2)C(=O)c2ccccc2)CC1 (stereo unspecified)	-15*	101	13	83	11	0.2*	110	28
Cc1ccc(C2=NN(C)C(=O)C3(CCCC3)C2)cc1	111	114	111	·	107	113	102	102
S=C(N/N=C/c1cccc2ccccc12)N/N=C/c1cccc2ccccc12	103	111	96	88	106	93	92	105
CN1CCC(=C2c3ccccc3Sc3ccccc32)CC1	83	94	89	58	43	79	79	56

Part of the list above, with values under each structure:
Results follow in this order: CCRF-CEM | HOP-62 | RPMI-8226 | HOP-92 | K-562 | SR | EKVX | MOLT-4
COc1cc(C2CC(c3ccc(C)cc3)=NN2C(C)=O)ccc1Oc1nc2c(c(=O)n(C)c(=O)n2C)n1C (stereo unspecified)
    92 | 84 | 96 | · | 114 | 106 | 89 | 84
O=C(Nc1nc(-c2ccc(Br)cc2)cs1)c1cc(-c2ccc(Cl)cc2)nc2ccc(Cl)cc12
    65 | 79 | 64 | 54 | 36 | 63 | 78 | 71
CC(=O)[C@@H]1CC[C@]2(C(=O)n3ccnc3)CC[C@]3(C)[C@H](CC[C@@H]4[C@@]5(C)Cc6c([nH]c7ccccc67)C(C)(C)[C@@H]5CC[C@]43C)[C@@H]12
    100 | 96 | 73 | 94 | 68 | 78 | 75 | 74
C=C(C)CC(C)(O)c1cccc2ccccc12 (stereo unspecified)
    102 | 110 | 102 | 95 | 81 | 79 | 97 | 89
O=Cc1cc2ccccc2nc1N1C(=O)CC(=O)NC1=O
    94 | 97 | 104 | 94 | 100 | 91 | 103 | 103
O=C(NCc1ccccc1)c1cccc(N=Cc2ccccc2O)c1
    103 | 102 | 105 | 67 | 100 | 116 | 106 | 103

Additional results
canonical_smiles	CCRF-CEM	HOP-62	RPMI-8226	HOP-92	K-562	SR	EKVX	MOLT-4
COc1ccc2c(c1)c(-c1nc(-c3ccsc3)cs1)cn2C(=O)OC(C)(C)C	·	·	·	·	98	90	94	92
CN(C)C1=NC(=O)C(c2c[nH]c3ccccc23)=N1	104	103	102	116	111	96	71	103
Oc1ccc(/C=N/Nc2nnc(N/N=C/c3ccc(O)cc3O)c3ccccc23)c(O)c1	-51*	-32*	·	-36*	·	-26*	-18*	-27*
C=C1C(=O)O[C@H]2[C@H]1CC/C(COC(=O)/C=C\C(=O)NCc1ccc(Cn3c(=O)sn(-c4ccc(C#N)cc4)c3=O)cc1)=C\CC[C@@]1(C)O[C@@H]21	-18*	-37*	·	-66*	-8.6*	-38*	-57*	-32*
Nc1c(C(=O)Nc2c(Cl)cccc2Cl)sc2nc3c(cc12)C(=O)CCC3	55	31	66	43	17	36	76	65
CCc1nn(CCCN2CCN(c3cccc(Cl)c3)CC2)c(=O)n1CCOc1ccccc1	74	·	66	66	·	81	79	79
Nc1ccccc1NC(=O)c1ccc(CN2CCC/C(=C\c3cccc(Cl)c3)C2=O)cc1	4.0*	19	-19*	44	4.2*	10	20	1.6*
CC(C)(C#N)N1CCN(c2ccccc2Cl)CC1	100	102	105	98	96	101	97	98
O=c1[nH][nH]c(=O)c2nc(Nc3ccccc3)ncc12	100	109	97	88	·	134	100	103
CC(C)OC(=O)c1ccc2n1CCc1cnc(N)nc1-2	92	·	93	71	57	109	83	99
CCOC(=O)C1=C(c2ccccc2)N=c2s/c(=C/c3ccc(Br)cc3)c(=O)n2C1c1ccc(O)c(OC)c1 (stereo unspecified)	86	100	80	72	82	71	87	63
Cc1occc1-c1nnc(SCC(=O)Nc2ncc(Cc3ccccc3)s2)n1N1C(=O)CSC1=S	97	111	93	98	96	98	103	97
O=C(NCc1ccccc1)/C(=C\c1ccccc1)CC(=O)c1ccc(Cl)c(Cl)c1	99[5.5 µM]	88[5.5 µM]	87[5.5 µM]	84[5.5 µM]	74[5.5 µM]	102[5.5 µM]	79[5.5 µM]	82[5.5 µM]
COc1ccc(OC)c(/C=C/C(=O)C2=NN(c3ccc(Cl)cc3)[C@H](c3cc(OC)ccc3OC)CC2=O)c1	105	108	·	105	101	96	95	103
CSc1ccccc1N1C(=O)CSC1=S	103	105	96	56	108	·	91	100
O=c1cc(/C=N/Nc2nc(-c3cc(=O)oc4ccc(Br)cc34)cs2)c2cc(Cl)ccc2o1	83	74	97	78	104	86	87	94
Cc1c[nH]c(=S)[nH]c1=S	102	85	101	87	96	101	95	94
Nc1nc2c(ccc3ccccc32)s1	66	104	100	62	·	129	79	118
CS(=O)(=O)c1ccc(-c2nn(-c3ccc(F)cc3)cc2/C=C/C(=O)c2ccc(Br)cc2)cc1	55	100	38	89	55	46	88	57
CN1C(=S)N(C)C2C1NC(=O)N2/N=C/C=C/c1ccccc1 (stereo unspecified)	102	110	97	·	96	94	92	96
Nc1cccc(CC(=S)N2CCOCC2)c1	90	96	95	82	115	110	107	105
Cc1ccc(C(C)(C)CC(C)(C)CC(C)(C)C)cc1CSSSSCc1cc(C(C)(C)CC(C)(C)CC(C)(C)C)ccc1C	108	107	105	91	99	98	103	102
O=S(=O)(O)OCCOc1ccc(S(=O)(=O)c2ccc(OCCOS(=O)(=O)O)cc2)cc1	108	111	110	102	96	86	127	92
CC(C(=O)O)c1ccc2c(c1)Cc1cccnc1O2 (stereo unspecified)	99	·	109	88	·	96	95	91
O=C(CSc1nc2ccccc2c(=O)n1-c1ccccc1)c1cc2cc(Br)cc(Br)c2oc1=O	100	75	86	56	94	86	93	97
CC1CN(CCOC(=O)Nc2ccc(Cl)cc2)CCN1C(C)(C)C (stereo unspecified)	·	99	·	91	93	94	96	92
NNC(=S)NNc1ccccc1	99	100	94	·	115	107	·	105
Cc1cc2c(cc1C)/C(=N/c1n[nH]c(=S)s1)C(=O)N2	93	102	96	93	97	89	95	91
C#CCOc1cc(N(CC)CC)ccc1C(C(=O)NC(C)(C)C)N(C(=O)C1CCc2cc(F)ccc2O1)c1ccccc1 (stereo unspecified)	89	100	101	102	93	91	72	92
CC(C)/C=C/CC[C@](C)(O)[C@H]1CC[C@]2(C)[C@@H]1CC[C@@H]1[C@@]3(C)C/C(=C/c4cc(C(F)(F)F)cc(C(F)(F)F)c4)C(=O)C(C)(C)[C@@H]3CC[C@]12C	84	105	95	96	86	88	103	90
CC(=O)/C(=C/c1ccc([N+](=O)[O-])cc1)C(=O)c1ccccc1	34	80	8.3*	70	31	-0.1*	101	21
C/C(=N/NC(N)=S)c1sc(Nc2ccc(F)cc2)nc1C	80	95	·	69	90	88	86	74
C=C1NC(=O)[C@H]2CSC[C@H]3NC(=O)[C@@H](CSC(C)[C@@H](NC(=S)[C@H](Cc4cnc[nH]4)NC(=O)c4csc([C@H](C)NC(C)=O)n4)C(=O)N[C@H](C[C@H](C)C(=O)NC(=O)C[C@@H](C(=O)O)NC(=O)[C@H](C)NC3=O)C(=O)N2)NC(=O)[C@@H]2CCCN2C(=O)[C@@H](CC(C)C)NC1=O (stereo partly specified)	31	56	25	40	19	21	49	32
COc1ccc(CNc2ccccn2)cc1	122	104	128	105	108	104	95	77
COc1ccc(OC)c(Nc2n[nH]c(-c3ccccc3)n2)c1	106	105	104	110	96	94	103	101
CSc1ccc(-c2cc(-c3ccc(NC(=O)CCCN4CCCC4)cc3)nc(-c3ccc(NC(=O)CCCN4CCCC4)cc3)c2)cc1	·	·	73	·	-36*	32	·	4.9*
CNC(=O)c1cncc(Cn2nc(C)c(NC(=O)c3ccc(COc4ccc(C(F)(F)F)cc4C)cc3)c2C)c1	69	57	43	79	37	25	47	42
c1ccc(C2NCCNC2c2ccccc2)cc1 (stereo unspecified)	104	99	108	94	105	98	103	100
N#C/C(=C/c1ccc2c(c1)OCO2)C(=O)c1ccccc1	107	·	107	112	103	105	94	102
CC(=O)c1ccc2c(ccc3ccccc32)c1	86	115	101	·	90	97	·	93
O=C(Nc1ccc2c(C(F)(F)F)cc(C(F)(F)F)nc2n1)c1ccccc1	96	109	96	135	104	92	98	110
COc1ccc(C2CC(=O)Nc3ncn(-c4ccc(F)cc4)c32)cc1 (stereo unspecified)	107	80	107	105	98	95	99	94

Screening data from PubChem.
